12-LOX inh = Primary qHTS assay for inhibitors of human arachidonate 12S-lipoxygenase (ALOX12): Round 2; actives 1.1% (n = 580,000); AID 1671190, 2021; purified 12hLO, xylenol orange hydroperoxide absorbance; Potency, µM (highest dose often 108 µM), for the others: at the highest dose activity change, negative = inhibition, most hits filed as inhibitors; note: % is set by controls: 0 for no effect and ±100 for the full control effect
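Purified human 12hLO at 150 nM in 25 mM Hepes, 0.01% Triton X-100, pH 7.0, preincubated 15 min at room temperature with compound. Reaction started with 40 uM arachidonic acid, 30 min at room temperature. Hydroperoxide measured by Fe-xylenol orange, 573/405 nm absorbance ratio.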
Pin1 inhibitor = qHTS Assay to Find Inhibitors of Pin1 | Pin1 FP peptide displacement, HiFluor488, 10 min | Peptidyl-prolyl cis-trans isomerase NIMA-interacting 1 (Homo sapiens), Q13526 | Potency, µM (titrated, usually from 115 µM), inactives show top-dose activity, negative = inhibition, hits mostly inhibitors | actives 0.009% (n = 390,000) | AID 504891, 2011; active = well fitted inhibition curve with a large enough effect in the polarisation, with a control signal flat, not every such curve was filed as active; inconclusive = small, poorly fitted or top-dose-only effect, or effect the other way, or a change in a side signal; inactive = no such curve, though single readings can be large or run the other way; the % refers to the polarisation; note: % is set by controls: 0 for no effect and ±100 for the full control effect
RGS4 inh = Inhibitors of Regulator of G Protein Signaling (RGS) 4: qHTS | Transcreener GDP fluorescence polarization, RGS4-accelerated GTP hydrolysis | Potency, µM (doses to about 114 µM), without a hit: top-dose activity change, negative = inhibition, actives largely listed as inhibitors | actives 0.039% (n = 390,000) | AID 504845, 2011; note: % is set by controls: 0 for no effect and ±100 for the full control effect; nearly all actives have a fitted effect of over 75% in size; some results filed as inactive show a strong effect at the top dose
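MLSMR compounds (23 nl, pin-transferred) preincubated 10 min at room temperature with a 500nM (2x) first reagent, then RGS4 at 900nM (2x) plus Transcreener GDP mix added; fluorescence polarization (620/688 nm) read before and after 90 min at 30 °C.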
HP1b chromo inh = HTS for Inhibitors of HP1-beta Chromodomain Interactions with Methylated Histone Tails; actives 0.56% (n = 390,000); AlphaScreen HP1-beta / biotin-H3K9me3 peptide binding; Potency, µM (highest dose often 114 µM), inactives show at the top dose activity change, negative = inhibition, usual class: inhibitors; note: nearly all actives have a fitted effect of over 70% in size; inactives centre near 23
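Compound inhibition of the preformed complex between 50 nM HP1-beta and 50 nM biotinylated H3K9me3 peptide was read by AlphaScreen. Buffer was PBS pH 7.4 with 0.01% Tween-20. Incubations ran 30 min at room temperature, with 10 ug/mL donor/acceptor beads.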
TrxR1 inh = qHTS Assay for Inhibitors of Mammalian Selenoprotein Thioredoxin Reductase 1 (TrxR1): qHTS. Thioredoxin reductase 1, cytoplasmic (Rattus norvegicus), O89049. recombinant rTrxR1, NADPH fluorescence consumption, selenite substrate. Potency, µM (titrated, usually from 114 µM), inactives show top-dose activity change, negative = inhibition, usual class: inhibitors. actives 1% (n = 390,000); note: % is set by controls: 0 for no effect and ±100 for the full control effect; nearly all actives have a fitted effect of over 65% in size
Target sequence (O89049 whole entry, looked up): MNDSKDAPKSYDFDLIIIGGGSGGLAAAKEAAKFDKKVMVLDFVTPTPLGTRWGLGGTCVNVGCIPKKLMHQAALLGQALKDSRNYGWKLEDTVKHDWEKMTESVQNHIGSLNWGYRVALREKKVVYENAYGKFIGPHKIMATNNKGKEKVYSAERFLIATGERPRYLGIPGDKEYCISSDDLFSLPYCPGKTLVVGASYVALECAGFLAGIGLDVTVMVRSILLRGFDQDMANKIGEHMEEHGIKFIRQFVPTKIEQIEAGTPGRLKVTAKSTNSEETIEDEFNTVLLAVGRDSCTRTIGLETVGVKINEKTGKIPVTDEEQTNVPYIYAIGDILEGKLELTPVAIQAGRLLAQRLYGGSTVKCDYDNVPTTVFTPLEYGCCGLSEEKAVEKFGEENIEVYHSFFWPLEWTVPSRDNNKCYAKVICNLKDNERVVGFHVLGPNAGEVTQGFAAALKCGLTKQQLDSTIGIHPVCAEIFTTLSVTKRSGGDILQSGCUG
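Rat TrxR1 (90 nM in the dispensed reagent) was pre-reduced with 400 uM NADPH for 5 min at room temperature, then incubated with compound for 15 min. After 400 uM selenite was added, NADPH fluorescence (Ex 340/Em 450 nm) was followed for 8 min.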
Tb PGK inh = qHTS Assay to Find Inhibitors of Phosphoglycerate Kinase; Phosphoglycerate kinase, glycosomal (Trypanosoma brucei brucei), P07378; PGK/GAPDH coupled, Kinase-Glo luminescence, 60 min; Potency, µM (highest dose often 57.5 µM), without a hit: at the highest dose activity change, negative = inhibition, usual class: inhibitors; actives 0.043% (n = 380,000); note: % is set by controls: 0 for no effect and ±100 for the full control effect; nearly all actives have a fitted effect of over 60% in size
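Recombinant glycosomal PGK reaction used 1,3-bisphosphoglycerate generated in-well by GAPDH (100nM final) in 100mM TEA pH 7.6, 5mM MgCl2, 0.01% Tween-20. After 60 minutes at room temperature, ATP was read by Kinase-Glo Plus luminescence end-point.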
ERG-DNA inh = qHTS for Small Molecule Inhibitors of the ERG Ets/DNA interaction | Transcriptional regulator ERG (Homo sapiens), P11308 | fluorescence polarization, His-ERG Ets domain / labelled DNA | Potency, µM (doses to about 76.9 µM), for inactives: at the top dose FP activity, negative = inhibition, actives largely listed as inhibitors | actives 0.028% (n = 370,000) | AID 624246, 2012; active = well fitted inhibition curve with a large enough effect in the polarisation, with a control signal flat; inconclusive = small, poorly fitted or top-dose-only effect, or effect the other way, or a change in a side signal; inactive = no such curve, though single readings can be large or run the other way; the % refers to the polarisation;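 note: polarization taken with two DNA probes labelled with fluorescein and Texas red; % of control where 0% means no effect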
Target sequence (P11308 whole entry, looked up, the tested form may be a part): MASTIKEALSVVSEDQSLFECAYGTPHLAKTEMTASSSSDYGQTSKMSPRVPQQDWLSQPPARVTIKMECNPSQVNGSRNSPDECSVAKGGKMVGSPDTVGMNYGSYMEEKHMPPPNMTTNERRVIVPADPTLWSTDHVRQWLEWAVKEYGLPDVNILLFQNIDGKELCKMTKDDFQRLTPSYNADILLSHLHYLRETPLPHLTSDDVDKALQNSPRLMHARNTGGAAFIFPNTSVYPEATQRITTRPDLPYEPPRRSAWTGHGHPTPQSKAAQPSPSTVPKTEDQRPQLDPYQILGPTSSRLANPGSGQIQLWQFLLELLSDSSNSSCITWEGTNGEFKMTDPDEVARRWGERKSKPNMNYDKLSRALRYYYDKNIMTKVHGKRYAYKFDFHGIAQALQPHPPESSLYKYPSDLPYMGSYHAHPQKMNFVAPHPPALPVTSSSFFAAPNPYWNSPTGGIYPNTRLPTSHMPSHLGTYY
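His-tagged ERG Ets domain (1 uM in the protein solution; 300mM KCl, 50mM Tris-HCl, 1mM EDTA, 1mM DTT, pH 7.5) received compound, then a probe mix of 5 nM fluorescein-DNA and 100nM Texas-615-DNA. Fluorescence polarization was read for both dyes.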
JMJD2A Tudor inh = qHTS Assay for Inhibitors of JMJD2A-Tudor Domain | Lysine-specific demethylase 4A (Homo sapiens), O75164 | actives 4.4% (n = 390,000) | Potency, µM (highest dose often 114 µM), without a hit: at the top dose activity change, negative = inhibition, most hits filed as inhibitors | AID 504339, 2011 | AlphaScreen JMJD2A-Tudor / H3K4me3 peptide binding; note: % is set by controls: 0 for no effect and ±100 for the full control effect; nearly all actives have a fitted effect of over 50% in size
GLS inhibitor = qHTS for Inhibitors of Glutaminase (GLS); actives 0.21% (n = 410,000); GLS enzymatic activity, qHTS titration; Potency, µM (highest dose often 45.5 µM), for inactives: at the top dose activity change, negative = inhibition, most hits filed as inhibitors; Glutaminase kidney isoform, mitochondrial (Homo sapiens), O94925; note: % is set by controls: 0 for no effect and ±100 for the full control effect
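Coupled fluorescence readout: glutamate oxidase/HRP/Amplex Red detect glutamate formed by hKGA from L-glutamine (1 mM solution added). Buffer 45 mM KH2PO4 pH 8.2, 0.02% Tween-20; reads at t0 and 30 min RT.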
Numbers without * were called inactive; i = inactive; ? = inconclusive; . = no result given; & = joins results of further samples; [ ] = dose if it differs, or a comment. Unless noted, calls come from the whole dose curve; as a rule, active = well fitted curve in the direction sought with a large enough effect; inconclusive = small, poorly fitted or top-dose-only effect, or another doubt; inactive = no such curve, though single readings can be large; an effect the other way counts as inactive or inconclusive. Potency is the fitted concentration of half-maximal effect. The list is partial (hit frequency here may not be typical).

Molecule	12-LOX inh	Pin1 inhibitor	RGS4 inh	HP1b chromo inh	TrxR1 inh	Tb PGK inh	ERG-DNA inh	JMJD2A Tudor inh	GLS inhibitor
CCC(=O)c1ccc(OCC(=O)NC2CCN(Cc3ccccc3)CC2)cc1	155%[activator]	-3%	0%	42%[activator]	13%	-2%	-10%	11%	3%
CC(=O)NC1(C(F)(F)F)C(=O)Nc2c1c(=O)[nH]c(=O)n2CC(C)C (stereo unspecified)	-11%	-3%	4%	37%	4%	i	11%	-11%	1%
Cc1cccc(CSC2=NN3CCCC(=O)N=C3S2)c1	30%	-2%	8%	23%	6%[57.1 µM]	-2%	-1%	-12%	0%
Oc1ccc(Cl)cc1CNn1cnnc1	7%	-4%	2%	6%	31%[57.1 µM]	-3%	7%	-13%	0%
NC(=NCCc1c[nH]c2ccccc12)NC(=O)c1ccc(F)cc1	?	-10%	-6%	?	19%[57.1 µM]	i	-2%	?	7%
COc1ccc(C)cc1-n1ccn(CC(=O)Nc2ccc(Br)cc2F)c(=O)c1=O	21%	-2%	-9%	21%	0%	-5%	-2%	-2%	15%
CC(CCc1ccccc1)NS(=O)(=O)c1ccccc1 (stereo unspecified)	44%[activator]	?	-29%	76%[activator]	3%	5%	-1%	-2%	1%
CC(Nc1cccnc1)=C(C#N)C#N	22%	1%	3%	44%[activator]	-10%	-9%	4%	1%	0%
CN(Cc1ccc(Cl)s1)C(=O)CCl	-5%	-13%	5%	42%	?	-9%	4%	-13%	0%
Cc1cc(=O)oc2cc(OCC(=O)Nc3nnc(C(C)C)s3)ccc12	19%	1%	5%	16%	-4%	-16%	2%	-15%	?
O=C(CCCn1c(SCc2cccc([N+](=O)[O-])c2)nc2ccccc2c1=O)NCC1CCCO1 (stereo unspecified)	13%	?	-20%	4%	22%	0%	-2%	-21%	-10%
CCOc1ccc(S(=O)(=O)NCCC(=O)N2CCN(Cc3ccccc3)CC2)cc1	-13%	2%	-21%	23%	18%	-5%	-5%	-8%	-8%
Cc1cc(N2CCCCC2)nc2ccc(NC(=O)/C=C/c3ccccc3Cl)cc12	4%	33%[activator]	-3%	6%	8%	7%	-3%	-36%	-1%
CCOC(=O)c1ccccc1NC(=O)CN(c1ccccc1C)S(C)(=O)=O	0%	?	-8%	13%	10%	-9%	-2%	11%	.
Cc1cc(Cl)nc(Cl)c1C(=O)N1CCOCC1	0%	6%	7%	17%	14%[57.1 µM]	3%	-1%	-9%	0%
C=C(C)CSc1nnc(-c2ccc(OC)cc2)n1N	-2%	2%	2%	24%	-9%	0%	-4%	0%	1%
NNC(=O)Cn1nc2n(c1=O)-c1ccccc1SC2	239%[activator]	12%	-17%	26%	5%[11.4 µM]	0%	23%	-13%	0%
CC(Nc1cccc(C(=O)NC2CC2)c1)c1nnc(-c2ccccc2)o1 (stereo unspecified)	2%	16%	-19%	10%	7%	-6%	-13%	-1%	4%
CCN(CC)c1ccc(NC(=O)CCS(=O)(=O)c2ccc(Br)cc2)c(C)c1	-23%	.	22%	13µM*	23%	?	0%	11µM*	?
CCCNC(=O)/C(=C/c1cn(S(=O)(=O)N(C)C)c2ccccc12)NC(=O)c1ccc(OC)cc1	-1%	-1%	11%	18%	4%	-9%	2%	-26%	2%
c1ccc2c(N3CCOCC3)nc(N3CCOCC3)nc2c1	?	6%	18%[11.4 µM]	15%	15%	-3%	-3%	1%[11.4 µM]	-3%
Cc1ccc(NC(=O)CCn2cccc2)cc1Cl	-33%	2%	-5%	-21%	-23%	-4%	-1%	?	-3%
N#Cc1ccc(C(=O)CSc2n[nH]c(=O)n2Cc2ccco2)cc1	0%	-13%	-27%	18%	-8%[57.1 µM]	i	-25%	-7%	?
Nc1ccc(CNC(=O)OCC2c3ccccc3-c3ccccc32)cc1	-1%	0%	10%	13%	8%	6%	2%	-31%	0%
CCOC(=O)C1=C(CN2CCN(c3cccc(OC)c3)CC2)NC(=O)NC1c1ccc(OC)cc1 (stereo unspecified)	-21%	0%	-6%	-1%	9%	-8%	-11%	?	2%
CCN(Cc1ccncc1)C(=O)c1cc(COc2ccc(C)c(C)c2)on1	0%	-1%	12%	51%[activator]	15%	0%	2%	-14%	0%
COc1ccc(-c2[nH]c(-c3cccc(OC)c3)nc2SCC(=O)NC2CCCC2)cc1	-17%&0%	9%&5%	11%&7%	18%&-18%	-16%	0%	10%&2%	?	-21%&-15%
COc1ccc(CCC(=O)N(C)CC(=O)Nc2cc(C)ccc2C)cc1	-33%	1%	-9%	35%	20%[57.1 µM]	-10%	-4%	3%	-2%
CN(CC(=O)Nc1ccc(F)cc1)C(=O)C1CCCC1	9%	-11%	11%	24%	28%	i	23%	-4%	10%
COc1ccc(NC(=O)c2ccc3c(=O)n4c(nc3c2)CCCCC4)cc1	-11%	-9%	-4%[11.4 µM]	14%	19%	-21%	-2%	-31%	4%
Cc1ccc(NC(=O)CN2C(=O)NC3(CCCCCC3)C2=O)cc1Cl	291%[activator]	1%	-5%	18%	2%	-10%	-14%	-9%	0%
CCc1ccccc1Nc1ncnc2c1nc1n2CCCC1	-21%	-6%	8%	41%[activator]	14%	-5%	2%	0%	5%
C/C(N)=C(/C#N)C(=O)COc1ccc(Cl)cc1Cl	-26%	2%	-12%	31%	7%[57.1 µM]	-5%	-2%	-3%	-11%
COc1ccc(/C=C/C(=O)OCC(=O)c2ccc3c(c2)NC(=O)CO3)cc1	-21%	-2%	-12%	8%	11%	-15%	3%	-15%	-11%
COc1ccccc1-n1c(=O)[nH]c2c(C(N)=O)nc(CC(C)C)nc21	10%	-4%	-2%	26%	11%	i	-3%	-11%	-4%
Cc1oc(-c2cc(F)cc(F)c2)nc1CN1CCN(C(=O)c2ccco2)CC1	426%[activator]	-2%	14%	13%	?	9%	-4%	-21%	18%
Clc1ccc(CN2CCN(c3ncnc4scc(-c5cccs5)c34)CC2)cc1	0%	?	20%	-11%	13%	-8%	3%	-7%[57.1 µM]	18%
CC1(C)CC(=O)C2=C(C1)Nc1ccccc1NC2c1ccc2c(c1)OCO2 (stereo unspecified)	0%	-2%	-17%	35%	-5%	-1%	4%	-8%	2%
CC(C)(C)n1nc2c(c1NC(=O)COc1ccc(F)cc1)CS(=O)(=O)C2	0%	-7%	-4%	17%	22%	-6%	-12%	-14%	9%
C=CCn1c(SCc2ccccc2)nnc1-c1cccnc1	-20%	6%	16%	2%	9%	i	2%	-6%	1%
CCOC(=O)c1cc(-c2ccc(F)cc2)n(CC(=O)Nc2nccs2)c1C	-29%	-5%	-12%	-4%	6%	2%	0%	?	-7%
Cc1ccc(CNC(=O)c2ccc(Cn3c(SCc4ccccc4F)nc4cccnc43)cc2)cc1	-11%	60%[activator]	-4%	47%[activator]	27%	1%	-3%	-13%	2%
Cc1ccc(S(=O)(=O)c2nc(-c3ccccc3)oc2NCCCN2CCOCC2)cc1	-12%	-5%	4%[11.4 µM]	37%	?	3%	-3%	?	5%
O=C(CSc1ncnc2ccccc12)Nc1cccc(S(=O)(=O)N2CCCC2)c1	?	6%	5%	22%	-9%[57.1 µM]	3%	-8%	-13%	0%
COc1ccc(Nc2nnc(-c3ccc(C(N)=O)cc3)c3ccccc23)cc1	?	-3%	0%	13%	13%[57.1 µM]	i	4%	-18%	-32%

Next part; the last two above are carried over.
Molecule	12-LOX inh	Pin1 inhibitor	RGS4 inh	HP1b chromo inh	TrxR1 inh	Tb PGK inh	ERG-DNA inh	JMJD2A Tudor inh	GLS inhibitor
O=C(CSc1ncnc2ccccc12)Nc1cccc(S(=O)(=O)N2CCCC2)c1	?	6%	5%	22%	-9%[57.1 µM]	3%	-8%	-13%	0%
COc1ccc(Nc2nnc(-c3ccc(C(N)=O)cc3)c3ccccc23)cc1	?	-3%	0%	13%	13%[57.1 µM]	i	4%	-18%	-32%
O=C(O)/C=C1\NC(=O)c2ccccc21	?	-7%	-16%	7%	-19%	i	-2%	?	0%
O=C(CSc1nc2ccccc2n1Cc1ccc(F)c(Cl)c1)N1CCN(c2ccc(F)cc2)CC1	2%	7%	20%	20%	24%	-8%	4%	-15%	6%
CCn1c(SCC(=O)NCCc2ccccc2)nc2c(c1=O)SC(C)C2 (stereo unspecified)	31%[activator]	2%	-9%	23%	13%[57.1 µM]	i	-8%	-21%	-2%
CCOc1ccccc1CNC(=O)c1ccc(Sc2ccc(Cl)cc2)c(NC(C)=O)c1	-24%	10%	-9%	12%	14%	13%	-1%	-21%	3%

Assay outcomes deposited in PubChem BioAssay by National Center for Advancing Translational Sciences (NCATS).
